Source: PubChem (Vanderbilt High Throughput Screening Facility)
Cav3 T inh: human Cav3.2 channel inhibition, primary screen; O95180; Cav3.2-expressing cells, Fluo-4 calcium fluorescence FDSS; hits give low values; B-score at 10 µM; 100,000 tested, 4% active; AID 449739;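 active = single-dose well whose peak fluorescence ratio is a statistical outlier from its plate by either plate-standardised score or position-corrected B-score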
* marks the source's active call; other numbers are inactive results. Only part of the results is shown (hit frequency here may not be typical).

Molecule	Cav3 T inh
Cc1ccc(S(=O)(=O)N2CCC(C(=O)Nc3ccc4c(c3)COC4=O)CC2)cc1	0.38
O=c1c2c(nc3n1CCCCC3)-c1ccccc1CC21CCCCC1	-2.2
CCOc1ccccc1NC(=O)N1CCC(c2nc3ccccc3[nH]2)CC1	0.17
CCn1c(SCC(=O)OC2CCCCC2)nc2ccccc2c1=O	-3.4
CSc1nc(-c2ccccc2)nc2c1COC(C)(C)C2	0.022
Cc1cccc(C(=O)NCC2CCCO2)c1 (stereo unspecified)	-0.34
CCc1ccc(C(CC(=O)c2ccc(Cl)cc2)C(=O)O)cc1 (stereo unspecified)	-2.7
CC(C)(C)C(=O)Cn1c[n+](N)cn1	-0.59
Cc1[nH]nc2c1C(c1ccc3c(c1)OCO3)C(C#N)=C(N)O2 (stereo unspecified)	-0.68
c1ccc(-n2nnc(-c3cccnc3)n2)cc1	-0.51
CC(=O)N1CCCc2ccccc21	0.78
CC(O)CNc1nc2ccccc2n1CC(=O)NCCc1ccc(Cl)cc1 (stereo unspecified)	-0.098
COc1ccc(Cl)cc1Nc1nc(-c2sc(NC(=O)c3ccco3)nc2C)cs1	-0.2
CC(=O)N1c2ccccc2C(C)(c2ccccc2)CC1(C)C (stereo unspecified)	-5*
O=C(COc1ccccc1)Nc1nnc(C23CC4CC(CC(C4)C2)C3)s1	-0.032
Cc1ccc(S(=O)(=O)CC(c2ccccc2)N2CCOCC2)cc1 (stereo unspecified)	0.38
N#Cc1nc(Cc2cccc3ccccc23)oc1NCCCN1CCOCC1	2.9
Cc1sc(NC(=O)CN2CCOCC2)nc1-c1ccc2c(c1)CCN2S(=O)(=O)c1ccccc1	-0.22
O=C(O)C1CCCN1S(=O)(=O)c1cccs1 (stereo unspecified)	0.89
Cc1ccc(NC(=O)c2cccc(OCc3c(C)noc3C)c2)c(C)c1	-1.3
O=c1c2c([nH]c3ccccc13)CCCC2	0.93
O=C(Nc1ccc(Cl)c(Cl)c1)c1ccncc1	0.87
O=C(O)C1CC=CCC1C(=O)Nc1ccc(S(=O)(=O)N2CCCc3ccccc32)cc1 (stereo unspecified)	-1
N#Cc1c(NC(=O)CSc2nnnn2C2CCCC2)sc2c1CCCC2	0.0035
CC(=O)Nc1ccc(SCC(=O)c2cc(C)n(CC(F)(F)F)c2C)cc1	-0.36

The final 5 records of the part above come first, to join the parts.
Molecule	Cav3 T inh
O=c1c2c([nH]c3ccccc13)CCCC2	0.93
O=C(Nc1ccc(Cl)c(Cl)c1)c1ccncc1	0.87
O=C(O)C1CC=CCC1C(=O)Nc1ccc(S(=O)(=O)N2CCCc3ccccc32)cc1 (stereo unspecified)	-1
N#Cc1c(NC(=O)CSc2nnnn2C2CCCC2)sc2c1CCCC2	0.0035
CC(=O)Nc1ccc(SCC(=O)c2cc(C)n(CC(F)(F)F)c2C)cc1	-0.36
O=C(CSc1ccc2nnc(-c3ccccc3)n2n1)NCc1ccco1	0.29
O=C(Nc1ccccn1)c1cc(-n2cnnc2)ccc1Cl	-0.069
CSc1nc(N)nc(SCCS(=O)(=O)c2ccc(Cl)cc2)c1C#N	-0.52
N#Cc1cn(CC(=O)N2CCCc3ccccc32)c2ccccc12	-1.2
CC(C)CCNC(=O)C12CN(Cc3ccccc3)CC1C(c1cccc([N+](=O)[O-])c1)=NO2 (stereo unspecified)	-4.7*
O=c1[nH]c2c(s1)C(c1ccco1)C1C3CCC(C3)C1S2 (stereo unspecified)	-1.6
COc1ccc(/C=C/C(=O)c2nc3ccccc3n2CC(=O)c2ccc(OC)cc2)cc1	-4.2
CO/N=C/c1ccc(Oc2ccc(C)cc2)nc1	-0.23
COc1cccc(-c2cc(C(F)(F)F)nc(-n3cc(Cl)cn3)n2)c1	-1.2
O=S(N1CCCCCC1)C12CC3CC(CC(C3)C1)C2 (stereo unspecified)	-1.2
N#Cc1nc(Cc2ccccc2)oc1NCc1cccnc1	0.28
COc1ccc(C(c2nnnn2CC2CCCO2)N2CCN(c3ccc(F)cc3)CC2)cc1 (stereo unspecified)	-0.051
CC1(C)CC(=O)NC=C(c2ccccc2)C1	-0.9
CCOc1ccc2cc(C#N)c(SCC(=O)OC)nc2c1	0.52
O=C(NCc1ccco1)c1ccc2c(c1)C(=O)c1ccccc1-2	-0.24
CC(C)Nc1nc(NC(C)C)nc(OCCOC(=O)Nc2ccccc2)n1	-5.3
O=C1c2ccccc2C(O)N1CCN1CCOCC1 (stereo unspecified)	0.27
CC(C)[C@H]1C=C(C(=O)O)O[C@@H](OCCCCO)C1	0.24
Cc1cccc(C)c1NC(=O)CSCC(=O)O	1
O=C(Nc1cc(C(F)(F)F)ccc1N1CCOCC1)c1cccnc1	0.039
C[C@@H]1CC[C@]2(O[C@@H](CCO)C[C@@H](O)[C@@H]2O)O1	0.27
CCN(Cc1ccncc1)C(=O)C1CCN(S(=O)(=O)c2cccs2)CC1	0.68
O=c1c2c3nc4ccccc4nc3n(/N=C/c3ccco3)c2ncn1CCC1=CCCCC1	-1.7
COc1ccc(C2=NOC(C(=O)NCCN3CCOCC3)C2)cc1 (stereo unspecified)	-0.11
O=C(NC1CCCCC1)NC1CC2CCC(C1)N2C(=O)NC1CCCCC1 (stereo unspecified)	-0.16
CCOc1ccccc1NC(=O)c1cccnc1	0.082
Cc1cccc(NS(=O)(=O)c2cc(OCC(N)=O)c(C)cc2Cl)c1	-0.096
Nc1ccccc1Nc1ccncc1[N+](=O)[O-]	-0.12
CCc1ccc(NC(=O)CSc2nc3ccccc3c(=O)n2CCN2CCOCC2)cc1	-1.1
CC(=O)Oc1ccc(C)cc1-n1nc2ccccc2n1	-1.5
CCOc1cc(/C=N/n2cnnc2)ccc1OCC(=O)Nc1ccccc1OC	0.048
CCc1ccc(N2C(=O)c3sc4nnc(C)c(=O)n4c3C2=O)cc1	-0.026
Cc1ccc(NC(=O)N(Cc2cc3cc(C)cc(C)c3[nH]c2=O)CC2COCCO2)cc1 (stereo unspecified)	-2.1
O=C(OCc1ccc(F)cc1)c1ccc2c(c1)-c1ccccc1C2=O	0.17
CC(C)(C)OC(=O)Cn1c(=O)cnc2ccccc21	-0.038
Cc1cc(C)n(-c2ccc(C(=O)OCC(=O)N(CC(C)C)C3CCS(=O)(=O)C3)cc2)n1 (stereo unspecified)	-0.3
CN(C(=O)Nc1ccc(Cl)cc1)c1c2c(nn1C)CCCC2	1
CCOc1cc(N2CCOCC2)c(OCC)cc1NC(=O)Cn1[nH]c(=O)c2ccccc2c1=O	0.62
O=C(Cc1cccs1)N(Cc1ccco1)C1(C(=O)NC2CCCC2)CCCCC1	-5.2*
COc1ccc(C(C)(C)C)cc1NC(=O)C1C2C=CC(C2)C1C(=O)O (stereo unspecified)	-1.2
O=C(CCS(=O)(=O)c1ccccc1)Nc1nc2c(s1)CCCC2	0.18
O=S(=O)(NCC1CCCO1)c1ccc2oc3ccc(S(=O)(=O)NCC4CCCO4)cc3c2c1 (stereo unspecified)	-0.46
CCOC(=O)N1CCC(NC(=O)C2CCN(S(=O)(=O)c3cccc4cccnc34)CC2)CC1	-0.3
CCOc1ccc(-n2cc(C(=O)Nc3cccc(Cl)c3)c3cc(OC)c(OC)cc3c2=O)cc1	-3
CCCNC(=O)CCNC(=O)c1ccc(C(C)(C)C)cc1	0.056
CCCOc1ccc(C2C(=O)N(C3CCCCC3)CC(=O)N2CCC)cc1OC (stereo unspecified)	-0.039
CCCCS(=O)CC(CS(=O)CCCC)OC(=O)c1ccc(C)cc1 (stereo unspecified)	0.93
c1ccc(CSc2ncn(-c3ccccc3)n2)cc1	-1.7
COc1cc(C(=O)Nc2ccc(S(=O)(=O)NC(C)(C)C)cc2)cc(OC)c1OC	0.76
Clc1ccc(SCc2cc(-c3ccc(Cl)cc3)on2)cc1	-1.4

Remaining list, next part
Molecule	Cav3 T inh
COc1ccccc1OCc1nc(C#N)c(NCc2ccco2)o1	-0.94
COC(=O)c1cccnc1SCc1ccccc1	0.2
CCN1CCN(C(=O)CN(C)S(=O)(=O)c2ccc(OC)c(C)c2)CC1	-4.1
C=CCn1c(=S)[nH]c2sc3c(c2c1=O)CCC3	0.25
O=C(NCc1cccnc1)c1cccnc1-c1nc2ccccc2s1	0.25
O=C(Nc1ccc(Cl)cc1)OCCn1nnnc1C(c1ccccc1Cl)N1CCOCC1 (stereo unspecified)	-6.9*
O=C(Nc1ccccc1)c1ccccc1NS(=O)(=O)c1ccc(Cl)s1	-8.7*
C=CCn1c(SCc2c(F)cccc2Cl)nnc1-c1ccco1	-1.3
Cc1noc(C)c1COc1ccc(C(=O)OCC(=O)NC2CCCCC2C)cc1 (stereo unspecified)	-0.038
Cc1nc(N)c2c(Cc3cccc4ccccc34)nn(C(C)(C)C)c2n1	-0.44
Cc1occc1-c1nnc(SCC(=O)Nc2nccs2)n1Cc1ccco1	-0.92
COC(=O)CSc1cc(SCC(=O)OC)c(C#N)c(SCC(=O)OC)c1	1.1
COc1cc(C(=O)OCC(=O)NCc2ccco2)cc(OC)c1OC	0.28
Oc1ccc(Nc2nc(-c3ccc(O)cc3)cs2)cc1	-0.24
COc1ccc(C(=O)Nc2cc(Cl)cc(Cl)c2)c(OC)n1	1.3
COc1ccccc1C(=O)Nc1ccc(S(=O)(=O)N2CCCC2)cc1	2.2
C=CCn1c(SC(C)C(=O)NCc2ccc3c(c2)OCO3)nc2scc(-c3ccccc3)c2c1=O (stereo unspecified)	-2.2
CN(C)S(=O)(=O)Nc1ccc(Oc2ccccc2)cc1	-1.9
O=C(NCc1ccncc1)c1ccc(Br)o1	0.55
COC(=O)C1=C(C)N=C2SC(C)C(=O)N2C1c1ccc(C(=O)OC)cc1 (stereo unspecified)	-4.6*
CCCc1c(O)nc(SCCN(CC)CC)n(C(=O)c2ccccc2)c1=O	1.6
COC(=O)[C@@H](NC(=O)Nc1cc(Cl)ccc1C)C(C)C	0.72
Cc1ccc(S(=O)(=O)N(CC(=O)N2CCN(c3ccccc3F)CC2)C2CCCCC2)cc1	-4.7*
CSc1nc(C)cc(Oc2ccc(OCCOc3ccccc3)nn2)n1	-0.67
O=C(c1ccccc1)N1CCCc2ccccc21	0.21
NC(=O)CC(NC(=O)Cc1ccc(Br)cc1)c1ccc(NCc2ccc(F)cc2)c([N+](=O)[O-])c1 (stereo unspecified)	-0.76
CCOC(=O)c1c(-c2ccccc2)oc2ccc(O)c(CN3CCCC3)c12	-0.54
C[C@H]1CC[C@@]2(O[C@H](CCO)C[C@H](O)[C@H]2O)O1	0.24
Cc1ccc(-c2nnc(SCC(=O)CC(=O)Nc3ccccc3)n2-c2ccccc2)cc1	0.0027
CCC(C)[C@H](NC(=O)NCc1cccc(OC)c1)C(=O)OC (stereo partly specified)	-0.11
Cc1ccc(C(=O)CSC2=C(C#N)C(c3ccco3)CC(=O)N2)c(C)c1 (stereo unspecified)	-1.7
O=C(/C=C/c1ccccc1Cl)Nc1ccncc1	-0.43
Cc1ccccc1C(=O)NNC(=S)NC(=O)c1ccc(Cl)cc1Cl	-4*
O=C(c1ccc(N2CCOCC2)cc1)c1cccs1	0.84
CCCCC1=CC2=C(c3ccco3)C(=O)C(C)(OC(=O)c3ccc(OC)cc3)C(=O)C2=CN1C1CC1 (stereo unspecified)	0.38
O=C(CNC(=O)C1CCCCC1)NCCCO	0.015
CC(C)(C)C1CCc2onc(C(=O)NC3CCCC3)c2C1 (stereo unspecified)	-1.7
O=C(NCCN1CCOCC1)c1cc2c(=O)n3ccccc3nc2n1Cc1ccccc1	-0.093
O=C(CCN1C(=O)c2ccccc2C1=O)NCCN1CCOCC1	-0.18
CCOc1ccc(N2C(=O)CC(Sc3nc(C)cc(C)c3C#N)C2=O)cc1 (stereo unspecified)	-0.17
COc1cc2c(cc1OC)CN(C(=O)CSc1nc(C)cc(C)c1C#N)CC2	-0.13
O=C(COC(=O)c1cccnc1Nc1cccc(C(F)(F)F)c1)NCc1ccc2c(c1)OCO2	0.14
OC1(C(F)(F)F)CC(O)(C(F)(F)F)n2nc(-c3ccccc3)cc2N1 (stereo unspecified)	-3.5
COc1ccc(-n2c(Cc3cccn3C)nnc2SCC(=O)NCc2ccco2)cc1	-0.74
CCOC(=O)CCP(=O)(O)C(C)(O)c1ccccc1 (stereo unspecified)	-0.55
CNC(=O)c1nc[nH]c1C(=O)NC	-0.28
O=C(CC(=O)NC1CCCCC1)N/N=C/c1cccc2ccccc12	-0.061
O=C(Cc1c(F)cccc1Cl)Nc1ccncc1	1
Cc1ccc2c(c1)c1c3n2CCN(C(=O)CN2CCN(C)CC2)C3CCC1 (stereo unspecified)	0.9
COC(=O)[C@@]1(Cc2ccc(OC)cc2)[C@H]2c3cc(C(=O)N4CCCC4)n(Cc4ccc(C)o4)c3C[C@H]2CN1C(=O)c1ccccc1	-1.5
CC(Cc1ccccc1)C(=O)NCc1ccccn1 (stereo unspecified)	0.69
CN(C)CCNCc1ccccc1OC1CCCC1	0.057
CC(=O)Cc1nsc(NC(=O)c2ccc(-c3ccccc3Cl)o2)n1	-3.4

Exported with each value named: entries from further up
> Cc1[nH]nc2c1C(c1ccc3c(c1)OCO3)C(C#N)=C(N)O2 (stereo unspecified)
  Cav3 T inh: -0.68
> COC(=O)C1=C(C)N=C2SC(C)C(=O)N2C1c1ccc(C(=O)OC)cc1 (stereo unspecified)
  Cav3 T inh: -4.6*
> CCc1ccc(NC(=O)CSc2nc3ccccc3c(=O)n2CCN2CCOCC2)cc1
  Cav3 T inh: -1.1
> CC(C)[C@H]1C=C(C(=O)O)O[C@@H](OCCCCO)C1
  Cav3 T inh: 0.24
